Bioassay records deposited in PubChem BioAssay by several laboratories.
DAX1 inh-1 = inhibits human nuclear receptor DAX1; 340,000 compounds, 0.99% hits; inhibition, % at 6.75 µM; P51843; AID 504766; HEK293 Gal4-DAX1 luciferase reporter, luminescence;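 active means inhibition above the mean over all tested compounds plus 3 SD, cut at about 4.2% in these data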;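 further: 0% = DAX1-transfected cells with DMSO and 100% = empty-vector control cells with DMSO; inhibition shows as a rise in luminescence from relieved DAX1 repression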
Target sequence (P51843 207-470 limits assumed): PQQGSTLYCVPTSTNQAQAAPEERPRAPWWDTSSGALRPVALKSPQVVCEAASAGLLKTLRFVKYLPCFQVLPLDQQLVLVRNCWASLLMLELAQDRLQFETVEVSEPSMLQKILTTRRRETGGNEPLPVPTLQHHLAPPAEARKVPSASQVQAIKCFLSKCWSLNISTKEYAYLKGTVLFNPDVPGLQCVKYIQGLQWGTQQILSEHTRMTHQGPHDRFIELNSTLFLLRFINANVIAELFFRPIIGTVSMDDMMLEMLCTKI
hgDAF12 agonist = hgDAF-12 agonism, primary luciferase screen; HEK293 GAL4-hgDAF12 UAS-luciferase reporter, agonist luminescence; normalized to butyrate control; activation, % at 6.8 µM; 370,000 compounds, 1.8% hits;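 active means activation above a cutoff set at the mean of all screened compounds plus 3 SD, cut at about 10% in these data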;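 further: 0% = DMSO wells and 100% = sodium butyrate wells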
DAX1 inh-2 = DAX1 (NR0B1) inhibition, primary screen; AID 652010; 370,000 compounds, 1.1% hits; HEK293T StAR-luciferase reporter, SF-1/DAX-1 repression relief; inhibition, % at 6.8 µM;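 active means inhibition above the mean over all tested compounds plus 3 SD, cut at about 3.6% in these data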;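 further: 0% = DAX-1 cells with DMSO and 100% = cells lacking DAX-1 with DMSO; higher inhibition means more luminescence from relief of DAX-1 repression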
hcDAF-12 act = H. contortus DAF-12 activation, primary screen; HEK293 hcDAF-12 lit1-tk-luc reporter, luminescence; 0% DMSO, 100% Δ7-dafachronic acid; activation, % at 6.8 µM; 370,000 compounds, 1.4% hits;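 active means activation above the mean of all tested compounds plus 3 SD, cut at about 5.5% in these data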;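 further: 100% = response to 3 µM Δ7-dafachronic acid high control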
NPR1 activator = GC-A (human) enzyme activation. P16066. HEK293 GC-A cells, cGMP TR-FRET, EC30 ANP; 0% at EC30 ANP, 100% saturating ANP. activation, % at 10 µM. 370,000 compounds, 0.14% hits. AID 1671463; in the data active means activation above about 40%
sPLA2-III inh = Blocks human group III sPLA2 activity. QFRET BODIPY PC-A2 liposome hydrolysis, fluorescence. inhibition, % at 12.2 µM. Q9NZ20. 370,000 compounds, 0.56% hits;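 active means inhibition above mean plus 3 SD of compounds lying within the high and low control bounds, cut at about 19% in these data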;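 further: 0% = median of test compound wells and 100% = no enzyme DMSO wells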
GC-B act = GC-B (human) receptor activation; P20594; HEK293-GC-B cells, CNP EC30, cGMP TR-FRET; 0% at EC30 CNP, 100% saturating CNP; activation, % at 10 µM; 370,000 compounds, 0.11% hits; AID 1920062;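 active means activation at 10 µM reaching about 35% in either raw or pattern-adjusted values, limit read from the data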
ssDAF12 agonist = S. stercoralis DAF-12 activation, primary screen. HEK293 ssDAF-12/GRIP1 lit1-tk-luc reporter, luminescence; % of 3 µM dafachronic acid response. activation, % at 6.8 µM. 370,000 compounds, 1% hits;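 active means activation above the mean over all tested compounds plus 3 SD, cut at about 0.9% in these data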;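 further: 0% = DMSO-only wells and 100% = 3 µM delta7-dafachronic acid wells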
SMARCA2 act = increases SMARCA2 function in MMTV reporter cells; MG213 cells, MMTV-luciferase reporter, dexamethasone, overnight; activation, % at 9.1 µM; 370,000 compounds, 1% hits; in the data active means activation above about 7.8%;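 further: 0% = vehicle wells and 100% = reference activator wells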
GAA850 FXN act = increases GAA850 frataxin promoter reporter activity | HEK293 lucGAA850 FXN promoter luciferase reporter, 24 h; percent of 10 µM SAHA response | activation, % at 6 µM | 360,000 compounds, 0.56% hits;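 active means activation above the average of all compounds screened plus 3 SD, cutoff fixed separately per campaign, cut at about 7.5% in these data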;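 further: 0% = DMSO wells and 100% = 10 µM SAHA wells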
ADAM10 inh = inhibitors of human ADAM10. O14672. recombinant ADAM10, EDANS/DABCYL FRET peptide cleavage, 3 h. inhibition, % at 7 µM. 370,000 compounds, 0.62% hits. AID 720582;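 active means inhibition above a per-campaign cutoff equal to the mean of compounds falling between control-based bounds plus 3 SD, cut at about 20% in these data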;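 further: 0% = DMSO wells while the 100% control is not disclosed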
Target sequence (O14672 214-748 limits assumed): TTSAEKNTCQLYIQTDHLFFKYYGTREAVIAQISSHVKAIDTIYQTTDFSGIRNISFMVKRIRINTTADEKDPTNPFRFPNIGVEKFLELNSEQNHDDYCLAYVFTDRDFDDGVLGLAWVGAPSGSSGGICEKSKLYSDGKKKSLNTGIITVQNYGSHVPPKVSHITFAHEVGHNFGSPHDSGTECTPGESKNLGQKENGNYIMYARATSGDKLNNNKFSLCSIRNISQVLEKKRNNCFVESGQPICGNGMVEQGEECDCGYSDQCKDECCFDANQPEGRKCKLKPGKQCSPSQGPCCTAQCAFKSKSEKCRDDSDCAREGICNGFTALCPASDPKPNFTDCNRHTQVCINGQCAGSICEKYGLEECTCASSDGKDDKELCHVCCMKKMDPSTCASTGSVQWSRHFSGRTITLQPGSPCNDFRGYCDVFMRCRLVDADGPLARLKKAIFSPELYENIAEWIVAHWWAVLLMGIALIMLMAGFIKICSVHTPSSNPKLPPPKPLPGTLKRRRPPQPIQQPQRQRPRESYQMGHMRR
* marks the source's active call; other numbers are inactive results.

Results for CCOC(=O)N/N=C/c1ccc(F)cc1F ?
DAX1 inh-1: 0.3; hgDAF12 agonist: 4.4; DAX1 inh-2: 0.0; hcDAF-12 act: 0.8; NPR1 activator: 3.4; sPLA2-III inh: 4.3; GC-B act: 1.9; ssDAF12 agonist: 1.0*; SMARCA2 act: 0.9; GAA850 FXN act: 3.4; ADAM10 inh: 6.2

How did CC(OC(=O)C1=COCCO1)C(=O)c1ccc(Br)cc1 (stereo unspecified) do in these assays?
DAX1 inh-1: -0.7; hgDAF12 agonist: 3.6; DAX1 inh-2: -0.5; hcDAF-12 act: -0.6; NPR1 activator: 3.7; sPLA2-III inh: -7.6; GC-B act: -0.8; ssDAF12 agonist: -0.7; SMARCA2 act: -2.3; GAA850 FXN act: 0.7; ADAM10 inh: -9.6

What do the screens show for `O=C(N/N=C/c1ccc(-c2ccc(Cl)c(C(=O)O)c2)o1)c1cc2c(ccc3ccccc32)o1`?
DAX1 inh-1: 2.0; hgDAF12 agonist: 0.2; DAX1 inh-2: -0.3; hcDAF-12 act: 0.2; NPR1 activator: 3.4; sPLA2-III inh: -9.8; GC-B act: -7.2; ssDAF12 agonist: -0.9; SMARCA2 act: -0.4; GAA850 FXN act: 1.7; ADAM10 inh: -55.6

What do the screens show for `COc1cccc(CNc2cnc3ccccc3c2)c1O`?
DAX1 inh-1: -0.9; hgDAF12 agonist: 8.9; DAX1 inh-2: 1.9; hcDAF-12 act: 3.1; NPR1 activator: -0.8; sPLA2-III inh: -25.6; GC-B act: 2.2; ssDAF12 agonist: 0.1; SMARCA2 act: -0.3; GAA850 FXN act: 2.1; ADAM10 inh: -368.4

How did COc1cccc(NC(=O)CC2C(=O)NC3CCCCC3N2C(=O)c2ccc(F)cc2)c1 (stereo unspecified) do in these assays?
DAX1 inh-1: 0.7; hgDAF12 agonist: -1.4; DAX1 inh-2: 0.2; hcDAF-12 act: -1.7; NPR1 activator: -4.3; sPLA2-III inh: -6.7; GC-B act: -2.5; ssDAF12 agonist: -1.3; SMARCA2 act: 3.0; GAA850 FXN act: -0.5; ADAM10 inh: -3.0

How did CCS(=O)(=O)N1CCN(C(=O)c2ccco2)CC1 do in these assays?
DAX1 inh-1: 0.5; hgDAF12 agonist: -1.5; DAX1 inh-2: 1.2; hcDAF-12 act: -0.3; NPR1 activator: 2.5; sPLA2-III inh: 4.2; GC-B act: -0.4; ssDAF12 agonist: -1.1; SMARCA2 act: -2.0; GAA850 FXN act: 0.6; ADAM10 inh: -7.7

How did Cc1ccc(NC(=O)CN2CCN(C(=O)C3CC3)CC2)c(F)c1 do in these assays?
DAX1 inh-1: 0.1; hgDAF12 agonist: -2.2; DAX1 inh-2: -0.4; hcDAF-12 act: -0.5; NPR1 activator: 3.3; sPLA2-III inh: 8.1; GC-B act: -0.6; ssDAF12 agonist: -1.2; SMARCA2 act: -5.6; GAA850 FXN act: 2.5; ADAM10 inh: -4.5

What do the screens show for `CC(C)(C)NC(=O)C(c1ccc(F)cc1)N(Cc1cccs1)C(=O)c1ccc(CN2CCOCC2)o1` (stereo unspecified)?
DAX1 inh-1: -0.1; hgDAF12 agonist: -3.7; DAX1 inh-2: -0.9; hcDAF-12 act: -1.9; NPR1 activator: 3.0; sPLA2-III inh: -0.5; GC-B act: -1.1; ssDAF12 agonist: -1.1; SMARCA2 act: -3.6; GAA850 FXN act: -2.6; ADAM10 inh: -11.8

Results for O=[N+]([O-])c1cc(C(F)(F)F)ccc1N1CCCC(O)C1 (stereo unspecified) ?
DAX1 inh-1: 0.0; hgDAF12 agonist: 0.3; DAX1 inh-2: -0.1; hcDAF-12 act: -0.1; NPR1 activator: 1.5; sPLA2-III inh: -5.0; GC-B act: 1.2; ssDAF12 agonist: -1.8; SMARCA2 act: -1.4; GAA850 FXN act: 2.3; ADAM10 inh: 4.5

What do the screens show for `Cc1cc(OCc2cc(C(=O)NCC3(C)COC3)no2)cc(C)c1Cl`?
DAX1 inh-1: -1.1; hgDAF12 agonist: -1.5; DAX1 inh-2: -1.9; hcDAF-12 act: -2.1; NPR1 activator: 10.8; sPLA2-III inh: -5.6; GC-B act: -1.4; ssDAF12 agonist: -0.8; SMARCA2 act: -2.3; GAA850 FXN act: 3.6; ADAM10 inh: -3.8

How did CC1(C)CC(=O)C(C=Nc2cc(C(=O)c3ccccc3)ccc2N)=C(O)C1 do in these assays?
DAX1 inh-1: -0.9; hgDAF12 agonist: 4.6; DAX1 inh-2: 1.4; hcDAF-12 act: -0.3; NPR1 activator: 5.5; sPLA2-III inh: -15.1; GC-B act: -5.6; ssDAF12 agonist: -1.3; SMARCA2 act: 7.8; GAA850 FXN act: 4.1; ADAM10 inh: -3.0

How did Cc1nn(-c2ccccc2)c(C)c1/C=C/C(=O)OCC(=O)Nc1ncc(Cl)cc1Cl do in these assays?
DAX1 inh-1: 0.3; hgDAF12 agonist: 0.5; DAX1 inh-2: 1.5; hcDAF-12 act: 0.9; NPR1 activator: -1.9; sPLA2-III inh: 12.6; GC-B act: 0.1; ssDAF12 agonist: -0.6; SMARCA2 act: -4.2; GAA850 FXN act: 1.4; ADAM10 inh: -10.9

How did O=C(COc1ccc(Cl)cc1Cl)NCCCn1ccnc1 do in these assays?
DAX1 inh-1: -0.4; hgDAF12 agonist: -0.7; DAX1 inh-2: 0.5; hcDAF-12 act: 0.9; NPR1 activator: 5.3; sPLA2-III inh: -11.8; GC-B act: 1.2; ssDAF12 agonist: -1.1; SMARCA2 act: 3.1; GAA850 FXN act: 2.2; ADAM10 inh: 4.7

Results for COc1ccc(S(=O)(=O)N2CCCCC2)cc1NC(=O)Cc1c[nH]c2ccccc12 ?
DAX1 inh-1: -2.3; hgDAF12 agonist: 1.0; DAX1 inh-2: -1.1; hcDAF-12 act: 0.3; NPR1 activator: 0.8; sPLA2-III inh: -71.4; GC-B act: 1.6; ssDAF12 agonist: -0.8; SMARCA2 act: -2.0; GAA850 FXN act: 4.0; ADAM10 inh: 8.7

How did CC(C)C1C(=O)N(Cc2cn(CCC3OCCCO3)nn2)CCS(=O)(=O)N1Cc1ccc(-c2ccc(Cl)cc2)cc1 (stereo unspecified) do in these assays?
DAX1 inh-1: -0.2; hgDAF12 agonist: 3.7; DAX1 inh-2: -1.7; hcDAF-12 act: -0.8; NPR1 activator: 6.7; sPLA2-III inh: -3.9; GC-B act: -0.3; ssDAF12 agonist: -1.3; SMARCA2 act: -5.1; GAA850 FXN act: 0.7; ADAM10 inh: -9.9

What do the screens show for `Cc1ccc(S(=O)(=O)NCCC(=O)N2CCC(C)CC2)cc1`?
DAX1 inh-1: 1.8; hgDAF12 agonist: 0.4; DAX1 inh-2: -0.6; hcDAF-12 act: -2.0; NPR1 activator: 2.8; sPLA2-III inh: -6.2; GC-B act: -5.5; ssDAF12 agonist: -1.6; SMARCA2 act: -3.2; GAA850 FXN act: 0.3; ADAM10 inh: 8.2

What do the screens show for `Cn1nccc1C(=O)N/N=C/c1c(O)ccc2ccccc12`?
DAX1 inh-1: -5.3; hgDAF12 agonist: -6.3; DAX1 inh-2: -9.6; hcDAF-12 act: -2.1; NPR1 activator: -5.2; sPLA2-III inh: 15.9; GC-B act: -1.8; ssDAF12 agonist: -2.1; SMARCA2 act: -2.7; GAA850 FXN act: -11.6; ADAM10 inh: -4.8

How did CCN(CC)C(=O)c1ccc(Nc2nnc(-c3ccc(O)cc3)c3ccccc23)cc1 do in these assays?
DAX1 inh-1: -1.5; hgDAF12 agonist: -3.4; DAX1 inh-2: -0.9; hcDAF-12 act: -2.6; NPR1 activator: -3.7; sPLA2-III inh: -7.8; GC-B act: -13.6; ssDAF12 agonist: -1.4; SMARCA2 act: -2.1; GAA850 FXN act: 0.8; ADAM10 inh: -20.9

Results for CCOc1ccc(N2CC(C(=O)Nc3ccc(S(=O)(=O)N4CCCCC4)cc3)CC2=O)cc1 (stereo unspecified) ?
DAX1 inh-1: -1.0; hgDAF12 agonist: -0.3; DAX1 inh-2: -0.7; hcDAF-12 act: -0.6; NPR1 activator: 1.4; sPLA2-III inh: -4.4; GC-B act: 0.8; ssDAF12 agonist: -1.3; SMARCA2 act: -4.2; GAA850 FXN act: -2.1; ADAM10 inh: -1.9

Results for O=C1CCC(=O)N1CC(=O)N1c2ccccc2Sc2ccccc21 ?
DAX1 inh-1: -0.3; hgDAF12 agonist: -2.8; DAX1 inh-2: 0.1; hcDAF-12 act: -1.4; NPR1 activator: -0.9; sPLA2-III inh: 12.4; GC-B act: -1.3; ssDAF12 agonist: -1.3; SMARCA2 act: -3.0; GAA850 FXN act: 2.0; ADAM10 inh: -4.7

Results for O=C(CN(Cc1ccco1)C(=O)c1ccccc1)Nc1ccc(Cl)c(Cl)c1 ?
DAX1 inh-1: -0.7; hgDAF12 agonist: 0.5; DAX1 inh-2: 0.6; hcDAF-12 act: -0.1; NPR1 activator: -0.4; sPLA2-III inh: -36.4; GC-B act: -3.5; ssDAF12 agonist: -1.3; SMARCA2 act: -0.6; GAA850 FXN act: -1.8; ADAM10 inh: 13.5

How did O=C(Cc1ccccc1)NC(c1ccco1)c1c(O)ccc2ccccc12 (stereo unspecified) do in these assays?
DAX1 inh-1: -0.1; hgDAF12 agonist: -0.6; DAX1 inh-2: -0.3; hcDAF-12 act: 0.5; NPR1 activator: -9.7; sPLA2-III inh: -28.1; GC-B act: -4.7; ssDAF12 agonist: -0.6; SMARCA2 act: -1.7; GAA850 FXN act: -0.2; ADAM10 inh: -50.4

What do the screens show for `COc1cc(-n2c(=O)c3ccccc3n(Cc3cccc(C)c3)c2=O)cc(OC)c1OC`?
DAX1 inh-1: 2.8; hgDAF12 agonist: 0.0; DAX1 inh-2: 1.1; hcDAF-12 act: -0.8; NPR1 activator: -2.6; sPLA2-III inh: 2.8; GC-B act: 6.4; ssDAF12 agonist: -0.6; SMARCA2 act: -0.9; GAA850 FXN act: 0.2; ADAM10 inh: -5.3

Results for COc1ccc(S(=O)(=O)Nc2c(C)cc(C)cc2C)c2cccnc12 ?
DAX1 inh-1: 0.8; hgDAF12 agonist: -1.5; DAX1 inh-2: 0.6; hcDAF-12 act: -2.0; NPR1 activator: -1.7; sPLA2-III inh: -4.5; GC-B act: 0.3; ssDAF12 agonist: -1.8; SMARCA2 act: -2.1; GAA850 FXN act: -2.0; ADAM10 inh: -9.5

What do the screens show for `Cc1cnn(-c2cc(N/N=C/c3ccccc3Cl)ncn2)c1`?
DAX1 inh-1: 1.2; hgDAF12 agonist: -1.8; DAX1 inh-2: 1.1; hcDAF-12 act: 0.6; NPR1 activator: 4.7; sPLA2-III inh: 0.4; GC-B act: -3.7; ssDAF12 agonist: -1.1; SMARCA2 act: 1.0; GAA850 FXN act: -0.5; ADAM10 inh: -7.0

Results for Cc1ccc(CCNC(=O)C2CCCN(S(=O)(=O)c3c(C)noc3/C=C/N(C)C)C2)cc1 (stereo unspecified) ?
DAX1 inh-1: 0.3; hgDAF12 agonist: -1.0; DAX1 inh-2: -0.4; hcDAF-12 act: 0.0; NPR1 activator: -1.0; sPLA2-III inh: -3.6; GC-B act: 3.5; ssDAF12 agonist: -0.3; SMARCA2 act: -2.9; GAA850 FXN act: 2.0; ADAM10 inh: 6.4
